Compound activity: PubChem BioAssay, several laboratories
HTR5A ag ctr: counter-screen for OPRM1-OPRD1 agonists: human HTR5A agonism; P47898; HTR5A agonist assay, luminescence, cell-based; activation, % at 9.3 µM; 340,000 tested, 0.61% active; AID 504692; in the data active = activation mostly above about 9.5%, no sharp cut-off; inactive = mostly below about 7.6%;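 also: 0% = cells with vehicle only and 100% = reference agonist; strong numbers were not always called active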
Rtt109 HAT inh: blocks Candida albicans Rtt109/Vps75 acetyltransferase activity; Q5AAJ8; purified Rtt109/Vps75, ThioGlo CoA-SH fluorescence, 4 h; inhibition, % at 34.9 µM; 330,000 tested, 0.16% active; AID 540336;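 active = inhibition of at least 50% in every replicate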
MITF act: activators of MITF-driven TRPM1 promoter activity in SK-MEL-5 cells. SK-MEL-5 TRPM1-promoter luciferase, 24 h; % of positive control, neutral wells = 0. activation, % at 12.5 µM. 300,000 tested, 0.75% active. AID 588334;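 active = mean activation of at least 80% with every replicate also reaching 80%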;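 also: 0% = neutral control wells and 100% = parthenolide positive control wells; values of inactives mirror those of a sister screen read the other way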
dFosB act: mouse delta FosB homodimer activation. P13346. purified delta FosB, TAMRA-CDK5 oligo fluorescence polarization; percent of positive-control signal above neutral wells. activation, % at 25 µM. 340,000 tested, 0.99% active. AID 493131;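 active = mean activation above about 17%, with every replicate also reaching it, limit read from the data, passing the limit was not always enough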;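 also: fluorescence polarization rise as delta FosB binds a TAMRA Cdk5 AP-1 oligo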
Target sequence (P13346 whole entry, looked up): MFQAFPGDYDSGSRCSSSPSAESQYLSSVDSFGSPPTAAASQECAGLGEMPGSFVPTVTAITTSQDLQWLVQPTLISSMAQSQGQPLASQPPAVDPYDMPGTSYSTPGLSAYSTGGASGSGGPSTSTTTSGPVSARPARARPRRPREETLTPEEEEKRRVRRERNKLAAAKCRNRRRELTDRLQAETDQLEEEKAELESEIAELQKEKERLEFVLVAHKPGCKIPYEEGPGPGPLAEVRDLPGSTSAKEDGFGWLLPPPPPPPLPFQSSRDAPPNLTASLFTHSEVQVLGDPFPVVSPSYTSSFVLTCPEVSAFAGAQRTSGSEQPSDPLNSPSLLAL
cardiac RTF act: increases calcium sensitivity of human cardiac regulated thin filaments; P19429+P45379; IANBD-labeled TnC RTF fluorescence at EC20 calcium; 0% EC20 calcium, 100% full calcium; activation, % at 7.2 µM; 340,000 tested, 0.24% active; AID 493008;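 active = activation above the mean over all tested compounds plus 3 SD, cut at about 30% in these data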;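 also: rise in fluorescence read as greater calcium sensitivity of cardiac thin filaments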
CDK5 inh: blocks human CDK5/p35 kinase activity; Q00535+Q15078; Recombinant CDK5/p35, ADP-Glo luminescence, 60 min; inhibition, % at 10 µM; 330,000 tested, 0.01% active;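 active = highest replicate inhibition of at least 50% and at least 75% of replicates reaching 50%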;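 also: plate controls were DMSO neutral control for no effect and GW8510 at 10 µM for full effect; many of its hits are not listed in these tables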
PvdQ acylase: P. aeruginosa PvdQ acylase inhibition. AID 488965. purified PvdQ acylase, fluorescence plate reader. 340,000 tested, 0.063% active. inhibition, % at 10 µM; in the data active = inhibition above about 30%, passing the limit was not always enough;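 also: 0% = vehicle neutral wells and 100% = reference inhibitor wells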
SR-BI DiI inh: blocks mouse SR-BI lipid uptake from DiI-HDL | Q61009 | ldlA[mSR-BI] CHO cells, DiI-HDL uptake fluorescence, 3 h | inhibition, % at 12.5 µM | 320,000 tested, 0.96% active;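 active = mean replicate inhibition of at least 70% and a set share of replicates each scoring 70 or more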;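 also: 0% = median of neutral control wells and 100% = median of positive control wells; values of inactives mirror those of a sister screen read the other way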
Target sequence (Q61009 whole entry, looked up): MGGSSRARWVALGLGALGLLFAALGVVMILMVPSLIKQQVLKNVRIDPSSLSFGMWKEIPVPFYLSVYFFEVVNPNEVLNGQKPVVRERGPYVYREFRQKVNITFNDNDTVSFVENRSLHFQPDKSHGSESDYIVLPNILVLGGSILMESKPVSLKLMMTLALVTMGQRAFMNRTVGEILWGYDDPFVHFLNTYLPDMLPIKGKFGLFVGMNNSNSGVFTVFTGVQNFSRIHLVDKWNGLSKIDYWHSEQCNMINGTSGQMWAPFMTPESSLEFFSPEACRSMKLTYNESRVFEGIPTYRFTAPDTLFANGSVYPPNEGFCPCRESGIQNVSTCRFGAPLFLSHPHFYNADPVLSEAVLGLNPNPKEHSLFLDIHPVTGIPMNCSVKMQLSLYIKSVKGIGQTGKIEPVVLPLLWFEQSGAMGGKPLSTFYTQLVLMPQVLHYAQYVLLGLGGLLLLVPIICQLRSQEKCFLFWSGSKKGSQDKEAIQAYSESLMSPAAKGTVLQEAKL
Wnt bcat act: activators of Wnt/beta-catenin signaling. 300,000 tested, 1.2% active. Wnt/beta-catenin reporter cell assay, activator, plate reader. activation, % at 9.35 µM; in the data active = activation above about 30%, passing the limit was not always enough;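 also: 0% = neutral control wells and 100% = positive control wells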
SR-BI uptake up: SR-BI HDL lipid transfer activation. CHO ldlA[mSR-BI] cells, DiI-HDL uptake fluorescence, 3 h; 100 = double the neutral-control signal. activation, % at 12.5 µM. 320,000 tested, 0.096% active. AID 504775;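 active = mean replicate activation of at least 60% and every replicate at or above 60%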;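 also: 0% = median plate neutral-control signal and 100% = twice that signal; values of inactives mirror those of a sister screen read the other way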
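Test system: SR-BI-overexpressing, LDLR-lacking CHO cells; Medium: Ham's F12 with 0.5% BSA, HEPES 25 mM, pH 7.4; Schedule: 3 h, 37 °C; Technique: bottom-read fluorescence, 550/595 nm.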
Numbers without * were called inactive; . = not tested or not shown. Random draw from the library; overall some 4.4% were active at least once.

The opening two entries as a preview:
#1 CCC1(c2ccccc2)NC(=O)N(CC(=O)NCc2ccc(C)cc2)C1=O (configuration not stated)
#2 CCOc1ccc(N2CC(C(=O)NCCCN3CCOCC3)CC2=O)cc1 (configuration not stated)
Screen / compound no.	1	2
HTR5A ag ctr	-3	0
Rtt109 HAT inh	5	-15
MITF act	-2	.
dFosB act	-6	-1
cardiac RTF act	-1	3
CDK5 inh	2.0	-0.9
PvdQ acylase	-5	-8
SR-BI DiI inh	7	-12
Wnt bcat act	1	-2
SR-BI uptake up	-7	12

The listing, previewed entries included:
#1 CCC1(c2ccccc2)NC(=O)N(CC(=O)NCc2ccc(C)cc2)C1=O (configuration not stated)
#2 CCOc1ccc(N2CC(C(=O)NCCCN3CCOCC3)CC2=O)cc1 (configuration not stated)
#3 CC(NCc1ccc(S(N)(=O)=O)cc1)C(=O)N1CCc2ccccc21 (configuration not stated)
#4 CN1CCN(c2nc(-c3ccccc3)cc(C(F)(F)F)n2)CC1
#5 CCN(CC)C(=O)CSCc1cnn(-c2ccccc2)c1-n1cccc1
#6 Cc1ccc(N2C(=O)NC(NC(=O)C3CC3)(C(F)(F)F)C2=O)cc1 (configuration not stated)
#7 COCc1cc(C)nc2sc(C(=O)Nc3ccccc3Br)c(N)c12
#8 COCCCn1c(=NC(=O)c2ccccc2)c(C#N)cc2c(=O)n3cccc(C)c3nc21
#9 CSCCC(NC=O)C(=O)NC(C)C(=O)O (configuration not stated)
#10 Cc1nn(CCC(=O)NNC(=S)Nc2ccc(F)cc2)c(C)c1Br
Screen / compound no.	1	2	3	4	5	6	7	8	9	10
HTR5A ag ctr	-3	0	1	0	1	4	0	5	0	-3
Rtt109 HAT inh	5	-15	8	-15	1	1	-13	-59	1	-6
MITF act	-2	.	-20	2	-4	3	3	.	5	-2
dFosB act	-6	-1	4	-3	-15	3	6	-17	8	-4
cardiac RTF act	-1	3	-2	-1	5	5	-18	11	0	-1
CDK5 inh	2.0	-0.9	-1.0	1.4	-1.1	-0.3	1.1	0.9	0.2	1.2
PvdQ acylase	-5	-8	-2	4	-17	-4	-3	-18	-12	5
SR-BI DiI inh	7	-12	24	-19	-16	-15	79*	-9	-12	-41
Wnt bcat act	1	-2	-2	-2	-1	-1	1	-3	1	-4
SR-BI uptake up	-7	12	-24	19	16	15	-79	9	12	41

#11 COc1cccc(CNc2ccccc2O)c1OCc1ccccc1F
#12 COc1ccc(/C=C(\C#N)C(=O)Nc2ccc3[nH]c(=O)[nH]c3c2)cc1
#13 CCn1nnnc1NC(=O)c1cccc(OC)c1
#14 COc1cc(NC(=O)c2cccs2)c(OC)cc1NC(=O)Nc1ccc(F)cc1
#15 O=C(c1ccc(F)cc1)N1CCN(c2ccc([N+](=O)[O-])cc2-n2cccc2)CC1
#16 C[C@H](NC(=O)c1cc2cc(Cl)ccc2n1C)C(=O)N1CCC(C(=O)O)CC1
#17 O=C(CCCC(=O)NCCc1ccccc1)NCCc1ccccc1
#18 CCN(CC)CCCNC(=O)c1nn(-c2cccc(OC)c2)c(=O)c2ccccc12
#19 COc1ccccc1NC(=O)CSc1nnc(-c2ccoc2C)n1CC1CCCO1 (configuration not stated)
#20 CC(=O)Nc1ccccc1Nc1nc(NCCO)nc(N2CCCC2)n1
Screen / compound no.	11	12	13	14	15	16	17	18	19	20
HTR5A ag ctr	1	-2	3	5	.	1	-3	1	1	0
Rtt109 HAT inh	3	2	-13	10	2	0	-6	4	-4	1
MITF act	-8	-12	42	.	.	1	6	-7	8	6
dFosB act	-8	-4	-4	-6	-8	-8	1	-12	-3	2
cardiac RTF act	1	-2	-5	5	.	-3	7	-3	-2	4
CDK5 inh	0.1	0.6	0.8	-0.1	0.6	1.3	-0.6	-0.4	.	1.3
PvdQ acylase	1	11	-14	2	-9	11	-4	-6	-2	-6
SR-BI DiI inh	3	-3	-8	48	54	-4	-13	-11	-5	-35
Wnt bcat act	1	-2	7	-1	1	7	.	-1	-2	-1
SR-BI uptake up	-3	3	8	-48	-54	4	13	11	5	35

#21 COC(=O)N/N=C\C=C\c1ccc2c(c1)OCO2
#22 CCOCCc1nn2c(=O)cc(CSCC(=O)Nc3cc(C)cc(C)c3)nc2s1
#23 Fc1cccc(CN2CCN3CCCC3C2C2CCCCC2)c1 (configuration not stated)
#24 CC(=O)c1ccc(N2CCN(C(=O)c3ccco3)C(C)C2)c(F)c1 (configuration not stated)
#25 COCCNC(=O)Cn1nc(C)c2ccccc2c1=O
#26 COc1ccccc1-n1cnnc1SCC(=O)Nc1cc(C)on1
#27 C=CCn1c(SCC(=O)N2CCc3ccccc3C2)nc2sc(CC)cc2c1=O
#28 CCO[C@@H]1OC(C(N)=O)=C[C@H](c2coc3ccccc3c2=O)[C@H]1CCCO
#29 CCCCn1c(N)c(N(CC(C)C)C(=O)c2cc(-c3ccco3)nc3ccccc23)c(=O)[nH]c1=O
#30 COc1ccc(-n2ncc3c(=O)n(CC(=O)Nc4ccc(S(=O)(=O)N5CCOCC5)cc4)cnc32)cc1
Screen / compound no.	21	22	23	24	25	26	27	28	29	30
HTR5A ag ctr	-1	0	-1	-4	0	0	3	5	3	0
Rtt109 HAT inh	1	-3	1	1	-5	.	13	0	9	-5
MITF act	32	2	6	.	-11	1	-7	2	-3	4
dFosB act	-1	2	-6	-3	-8	-2	-11	2	-6	6
cardiac RTF act	1	-9	4	-6	6	-3	-8	-3	-12	-4
CDK5 inh	-0.2	-0.3	-0.1	1.5	-0.6	-3.2	2.2	-7.6	1.8	0.0
PvdQ acylase	8	-3	-14	-6	-8	-10	4	-19	-13	-6
SR-BI DiI inh	-16	13	.	5	-12	-40	-20	7	-16	39
Wnt bcat act	.	-3	-1	-3	.	.	-2	0	-4	-3
SR-BI uptake up	16	-13	.	-5	12	40	20	-7	16	-39

#31 CCOC(=O)CN(C(=O)COc1nc(-c2ccccc2)cc(C)c1C#N)c1ccccc1
#32 O=C(Nc1ccnn1C1CCN(C(=O)c2c(F)cccc2F)CC1)C1CC1
#33 NC(=O)Cn1cnc2c(nnn2-c2ccc(F)cc2)c1=O
#34 Clc1ccc(-n2cccc2)cn1
#35 CCOC(=O)c1ccc2c(c1)N(CC(=O)N1CCCC1)C(=O)C(C)(C)O2
#36 NC(=O)[C@@H]1CC2(CC(c3cccc(NC(=O)CC(c4ccccc4)c4ccccc4)c3)=NO2)CN1C(=O)[C@@H]1CCC(=O)N1 (some centres not stated)
#37 O=C(CCCCn1c(=O)[nH]c2ccccc2c1=O)NCCC1=CCCCC1
#38 N#C/C(=C\c1ccc(F)cc1)C(=O)Nc1ccccn1
#39 Cn1c(SCC(=O)NNC(=O)c2ccccc2O)nnc1-c1ccccc1
#40 COC(=O)c1ccc2nc(C)cc(Nc3ccccc3C)c2c1
Screen / compound no.	31	32	33	34	35	36	37	38	39	40
HTR5A ag ctr	2	5	-1	2	-2	1	3	-1	1	-10
Rtt109 HAT inh	5	8	-5	-2	0	-2	1	7	-6	-9
MITF act	-9	-2	40	11	-8	12	.	11	-14	-5
dFosB act	-1	4	4	2	-1	-3	-3	-4	-5	-13
cardiac RTF act	-3	-5	-4	1	1	-5	2	-8	-1	5
CDK5 inh	0.6	-0.1	0.9	-0.9	-15	0.7	-0.3	1.3	0.5	1.1
PvdQ acylase	-11	-8	-6	2	-7	-6	-16	3	-7	-15
SR-BI DiI inh	18	-4	3	8	3	24	22	4	.	25
Wnt bcat act	0	0	-2	.	-2	17	0	-1	-3	0
SR-BI uptake up	-18	4	-3	-8	-3	-24	-22	-4	.	-25

#41 CCN1CCN(c2ncnc3c2c(-c2ccccc2)cn3-c2ccc(F)cc2)CC1
#42 CC(C)=CCN1CCN(C/C(Cl)=C/c2ccccc2)CC1CCO (configuration not stated)
#43 COc1ccc(NC(=O)Cn2nnc(-c3ccc(CN4CCOCC4)cc3)n2)c(OC)c1
#44 CC(=O)c1ccc(N2CCN(C(=O)/C=C/c3ccc(S(=O)(=O)N4CCOCC4)cc3)CC2)cc1
#45 COc1cc(OC)c2c(-c3ccccc3)cc(C3CCCCC3)nc2c1
#46 Cc1cc(C)n2nc(SCC(=O)c3cc(C)n(CC4CCCO4)c3C)nc2n1 (configuration not stated)
#47 Cn1c(=O)c2cc(NCc3ccccc3)nnc2n(C)c1=O
#48 CCCCOCCCN1CC(=O)N2C(C)c3[nH]c4ccccc4c3C[C@H]2C1=O (some centres not stated)
#49 C/C(=N\NC(=S)NC1CCCCC1)c1ccc(O)cc1
#50 Cc1ccc(/C=c2\sc3nc(-c4cccs4)nn3c2=O)o1
Screen / compound no.	41	42	43	44	45	46	47	48	49	50
HTR5A ag ctr	-6	2	2	-5	2	0	4	2	1	-1
Rtt109 HAT inh	2	-2	16	2	8	1	-1	-3	2	6
MITF act	1	4	.	-22	7	-12	0	-8	-2	2
dFosB act	1	-11	2	-3	-10	-12	2	-11	-13	-3
cardiac RTF act	9	3	1	6	-7	-1	23	7	1	3
CDK5 inh	-0.5	0.6	4.6	0.9	-4.9	0.3	-4.3	0.1	0.9	-0.1
PvdQ acylase	-6	-6	11	-5	-14	-12	-7	-5	16	2
SR-BI DiI inh	3	0	7	38	18	9	-1	13	54	-25
Wnt bcat act	-3	-2	-2	-15	2	-1	.	2	0	.
SR-BI uptake up	-3	0	-7	-38	-18	-9	1	-13	-54	25

Reformatted with tabs: part of the list above
#	canonical_smiles	HTR5A ag ctr	Rtt109 HAT inh	MITF act	dFosB act	cardiac RTF act	CDK5 inh	PvdQ acylase	SR-BI DiI inh	Wnt bcat act	SR-BI uptake up
43	COc1ccc(NC(=O)Cn2nnc(-c3ccc(CN4CCOCC4)cc3)n2)c(OC)c1	2	16	.	2	1	4.6	11	7	-2	-7
44	CC(=O)c1ccc(N2CCN(C(=O)/C=C/c3ccc(S(=O)(=O)N4CCOCC4)cc3)CC2)cc1	-5	2	-22	-3	6	0.9	-5	38	-15	-38
45	COc1cc(OC)c2c(-c3ccccc3)cc(C3CCCCC3)nc2c1	2	8	7	-10	-7	-4.9	-14	18	2	-18

Next records follow:
#51 COc1cccc(CNC(=O)CNS(=O)(=O)c2ccc(Br)s2)c1
#52 Nc1nnc(SCc2coc(-c3ccc(Cl)cc3)n2)s1
#53 NS(=O)(=O)c1ccc(N2CCN(C(=O)C3COc4ccccc4O3)CC2)nc1 (configuration not stated)
#54 CC1CN(C(=O)CCC(=O)N2CCCCC2)c2cc(Cl)ccc2O1 (configuration not stated)
#55 Cc1ccc(NC(=O)CSc2n[nH]c(-c3cccnc3)n2)c(Br)c1
#56 CC(=O)c1ccc(NC(=O)CSC2=NS(=O)(=O)c3cc(Cl)ccc3N2)cc1
Screen / compound no.	51	52	53	54	55	56
HTR5A ag ctr	9	4	0	4	5	-4
Rtt109 HAT inh	3	-8	-6	-4	19	-11
MITF act	-2	.	-3	-1	-15	-6
dFosB act	-4	-4	-8	1	-4	6
cardiac RTF act	2	-1	1	-1	2	2
CDK5 inh	-0.9	0.3	1.2	-0.3	-0.2	0.7
PvdQ acylase	1	-1	0	-16	4	-14
SR-BI DiI inh	-23	-25	-5	-12	-6	-6
Wnt bcat act	-1	12	1	-4	-2	-2
SR-BI uptake up	23	25	5	12	6	6
